Screens from PubChem BioAssay.
XIAP antagonists = small molecules displacing peptide from XIAP – biochemical, IAP family, fluorescence polarization (AID 1018); XIAP BIR domain, fluorescence polarization peptide displacement; higher % means a stronger effect; one-dose displacement, % at 20 µM; IC50 in µM for titrated hits; actives 0.007% (n = 200,000); in the data active = displacement above about 50%; note: a part of the inactive calls stands beside numbers as strong as those of hits
Dynein cargo inh = blocks dynein driven cargo transport along microtubules. 3617.4 mouse cells, GR-EGFP nuclear translocation imaging; test concentration mostly 20 µM; stimulated with dexamethasone, 1 µM; active compounds read low. z-score, hits read low. actives 0.47% (n = 220,000). AID 1381;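 active = plate z-score of nuclear minus cytoplasmic receptor signal below a set negative limit, without overly bright fluorescence or cell loss, cut at about -3.5 in these data, passing the limit was not always enough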;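 note: z-score of nuclear minus cytoplasmic ring GR-EGFP intensity difference per well; some compounds called inactive have numbers as strong as hits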
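Buffer or medium: tetracycline-free induction medium containing charcoal-stripped FBS / Reagent: dexamethasone agonist, 1.0 µM final, for 30 min / Technique: automated 10x imaging of fixed Hoechst-stained cells / Times: induction 48 h, compound 1 h, agonist 30 min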
WT yeast gro inh = growth inhibition of WT yeast, mitochondrial fusion screen. inhibition, % at 10 µM. actives 2.1% (n = 190,000). mitochondrial fusion phenotypic screen, WT strain; in the data active = inhibition above about 58%; tested in S. cerevisiae
MT stabilize HCS = microtubule stabilizers in HeLa cells; HeLa tubulin immunostaining HCS, 24 h; share of cells brighter than vehicle mean+2SD; % tubulin-high responders, % at 10 µM; actives 0.83% (n = 200,000); AID 2205;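 active = plate Z-score above 3 for both tubulin-high and condensed-nucleus cell shares, with cell loss under 80%, at 10 µM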;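 note: anti alpha tubulin signal scored within the nucleus-defined area of each cell; some results filed as inactive read as strong as hits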
CSM14.1 death rescue = rescue of cells from ER stress-induced death, primary screen, 384-well, CSM14.1, thapsigargin, ATP luminescence (AID 1222) | CSM14.1 thapsigargin-induced death rescue, ATP luminescence; higher % means a stronger effect | cellular ATP content (survival), % at 20 µM; hits with a dose series show EC50 in µM | 190,000 tested, under 10 active;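 active = EC50 below 50 µM in the dose-response confirmation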;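 note: death triggered by thapsigargin at about 15 µM added after 2 h compound pretreatment; cell ATP read after overnight thapsigargin exposure of roughly 18 to 22 hours; normalized against plate controls of thapsigargin alone and 5% DMSO vehicle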
bCat nuc transl = modulators of beta-catenin nuclear translocation | HeLa beta-catenin nuclear translocation, immunofluorescence imaging | nuclear translocation activity, % at 5 µM | actives 0.3% (n = 190,000);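 active = nuclear translocation activity above 50% at 5 µM, with a well cell count of 50 or more; inconclusive = wells under 50 cells across six images, flagged as toxic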;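 note: per-cell ratio of nuclear to cytoplasmic median beta-catenin stain intensity; plate controls were DMSO negative control for no effect and GSK-3 inhibitor IX positive control for full effect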
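Test system: human HeLa cells, endogenous beta-catenin. Times: 24 h compound exposure, 37°C. Measured by: beta-catenin immunofluorescence imaging with DAPI.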
Ins promoter up = MIN6 insulin promoter up-regulation | MIN6 insulin promoter-GFP reporter, high-content imaging; active compounds read high | z-score at 5 µM | actives 0.3% (n = 190,000) | AID 1625;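 active = z-score above 3 at 5 µM with at least 500 cells counted in the well; inconclusive = wells under 500 cells, flagged as cytotoxic or low count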
Autophagy mod = alters autophagy in cells; MEF GFP-LC3 puncta imaging; test concentration mostly 10 µM; calls only at 10 µM (by protocol); actives 0.98% (n = 190,000);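 active = percentage of spot-positive cells more than 3 SD above its plate mean, without a fluorescence outlier flag or 80% toxicity; inconclusive = no clear call, values can overlap the other calls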;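 note: spot-positive cell cutoff set from DMSO-treated cells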
Lipid droplet = modulators of hepatic lipid droplet formation. AID 1656. AML12 mouse hepatocytes, oleate lipid droplets, BODIPY imaging. actives 0.4% (n = 240,000). inhibition, % at 6.5 µM;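 active = lipid droplet intensity inhibited by at least 50%, with more than 500 cells counted; inconclusive = wells with under 300 cells, treated as cytotoxic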
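material = mouse AML12 hepatocyte cell line, fixed after treatment | also added = 100 µM oleic acid challenge | doses = compound at 6.5 µM only | schedule = overnight exposure | technique = Image-based BODIPY and DAPI two-channel analysis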
WT yeast gro inh mutant strain = also measured in WT yeast gro inh; calls as there; inhibition, %; mitochondrial fusion phenotypic screen, mutant strain inhibition
Dynein cargo inh cytoplasmic EGFP = also measured in Dynein cargo inh; calls as there; z-score; measured here: cytoplasmic GR-EGFP intensity; active compounds read high
Dynein cargo inh nuclear GR-EGFP = further read-out of Dynein cargo inh, marked with its call; z-score; measured here: nuclear GR-EGFP intensity;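 lower value marks the stronger effect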
Dynein cargo inh cell count = recorded beside Dynein cargo inh, whose call it bears; z-score; measured here: cell count per field
Ins promoter up cell count = recorded beside Ins promoter up, whose call it bears; cell count; measured here: cytotoxicity, nuclei count;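 total cells summed across four imaged fields per well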
Lipid droplet cells 6.5 µM = also measured in Lipid droplet; calls as there; cell count; measured here: cell count, cytotoxicity flag;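 cells counted across two imaged fields per well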
bCat nuc transl cell count 5 µM = also measured in bCat nuc transl; calls as there; cell count; measured here: cell count, cytotoxicity flag
MT stabilize HCS Hoechst-high % = recorded beside MT stabilize HCS, whose call it bears; % Hoechst-high responders; measured here: nuclear condensation Hoechst responders;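 share of cells brighter than vehicle mean plus two SD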
MT stabilize HCS cytotoxicity % = recorded beside MT stabilize HCS, whose call it bears; toxicity, %; measured here: cytotoxicity by cell density;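 0% = mean cell density of plate MIN control wells and 100% = no cells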
Autophagy mod cell loss 18 h = also measured in Autophagy mod; calls as there; toxicity, %; measured here: cell loss, nuclei count;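 cell loss after 18 h compound exposure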
Starred values were filed as active, the others as inactive; i = inactive; ? = inconclusive; / = not tested or not shown; + = active, no number.

Sample of the layout (2 entries):
smiles,WT yeast gro inh,MT stabilize HCS,Lipid droplet,Dynein cargo inh,CSM14.1 death rescue,XIAP antagonists,Dynein cargo inh cell count,MT stabilize HCS Hoechst-high %,Ins promoter up,WT yeast gro inh mutant strain,Ins promoter up cell count,Dynein cargo inh cytoplasmic EGFP,Lipid droplet cells 6.5 µM,Dynein cargo inh nuclear GR-EGFP,Autophagy mod cell loss 18 h,bCat nuc transl cell count 5 µM,bCat nuc transl,Autophagy mod,MT stabilize HCS cytotoxicity %
Cn1c(NC(=O)c2ccco2)c(-c2ccccc2)c(=O)c2ccccc21,6,5.9,/,0.73,-1.8%,-4.1%,-1.2,5.8,-0.39,10,887,-0.084,/,0.76,8,742,0.3,i,11
CC(OC(=O)CCc1nc2ccccc2c(=O)[nH]1)C(=O)Nc1ncc(Cl)cc1Cl (stereo not drawn),-2,1.4,-2,-0.25,-0.3%,-3.6%,0.068,2.1,0.2,4,1213,-0.36,648,0.23,-4,1069,0.1,i,1.6

All compounds of this part, from the first entry:
smiles,WT yeast gro inh,MT stabilize HCS,Lipid droplet,Dynein cargo inh,CSM14.1 death rescue,XIAP antagonists,Dynein cargo inh cell count,MT stabilize HCS Hoechst-high %,Ins promoter up,WT yeast gro inh mutant strain,Ins promoter up cell count,Dynein cargo inh cytoplasmic EGFP,Lipid droplet cells 6.5 µM,Dynein cargo inh nuclear GR-EGFP,Autophagy mod cell loss 18 h,bCat nuc transl cell count 5 µM,bCat nuc transl,Autophagy mod,MT stabilize HCS cytotoxicity %
Cn1c(NC(=O)c2ccco2)c(-c2ccccc2)c(=O)c2ccccc21,6,5.9,/,0.73,-1.8%,-4.1%,-1.2,5.8,-0.39,10,887,-0.084,/,0.76,8,742,0.3,i,11
CC(OC(=O)CCc1nc2ccccc2c(=O)[nH]1)C(=O)Nc1ncc(Cl)cc1Cl (stereo not drawn),-2,1.4,-2,-0.25,-0.3%,-3.6%,0.068,2.1,0.2,4,1213,-0.36,648,0.23,-4,1069,0.1,i,1.6
O=C(/C=C/c1ccccc1)Nc1cccc(S(=O)(=O)Nc2ccccc2F)c1,55,2.4,-5,1.3,-1.6%,-0.3%,-1.5,2.1,0.7,39,1229,0.46,627,0.42,3,522,-1.9,i,5.1
Cc1ccc(S(=O)(=O)N2CCN(C(=O)CSc3nc4ccccc4o3)C2)cc1,-10,1.8,/,0.25,-0.3%,-2.2%,-0.14,2.0,0.1,-5,1300,-0.22,/,0.45,/,1453,-0.5,/,8.6
COc1ccc(C(=O)NCC(=O)N=Nc2c(O)n(C)c3ccccc23)cc1OC,/,/,13,-0.56,/,/,-0.37,/,-0.29,/,1032,-0.16,759,0.15,/,1346,0.5,/,/
CCOc1ccc(NC(=O)C2CCCN(C(=O)Nc3ccccc3)C2)cc1 (stereo not drawn),-3,2.1,-6,-0.043,-2.8%,-10%,0.56,2.3,/,2,/,-0.26,672,-0.16,-3,604,-4.1,i,8.6
CC(C(=O)N1CCOCC1)N1c2cccc3cccc(c23)S1(=O)=O (stereo not drawn),12,1.0,-12,1.2,-3.7%,-11%,-0.12,1.3,0.59,21,815,0.02,729,1.1,-3,1172,-6.3,i,9.2
CCOC(=O)N1CCN(CC(O)COc2ccc(C)cc2C(C)(C)C)CC1 (stereo not drawn),27,2.7,-15,-0.56,5.4%,-2.9%,0.99,3.9,0.13,12,1358,-0.32,642,-0.72,-11,/,/,i,6.1
COc1cc(/C=C2/NC(=O)N(Cc3ccccc3F)C2=O)ccc1O,4,1.9,8,-1.1,0.5%,-1.5%,0.41,2.6,-0.02,5,833,-0.19,664,-0.6,25,1092,2.1,i,1.7
CN(CCO)C(=O)C1CCN(c2ncc(C(F)(F)F)cc2Cl)CC1,-5,3.2,7,0.19,0.0%,-5.8%,-0.25,3.0,0.32,7,1407,-0.012,674,0.75,7,779,5.8,i,7.4
CCOc1ccc(Nc2nc(NCCN3CCOCC3)nc(OC)n2)cc1,1,32,-12,0.088,0.8%,-3.8%,0.2,14,/,1,/,-0.34,796,0.34,-16,1005,-0.3,i,80
CC1=[N+]([O-])C(N2CCOCC2)C(O)(c2ccccc2)C1 (stereo not drawn),-1,2.7,/,2.5,-0.2%,-3.6%,-2,1.7,0.49,4,1247,-0.13,/,1.4,17,841,-3.5,i,7.0
CCOc1ccccc1C(=O)N[C@H](C(=O)Nc1cc(S(=O)(=O)N(C)C)ccc1OC)C(C)C,0,6.1,10,-0.077,-0.2%,-7.2%,0.74,2.5,-0.28,9,1235,-0.31,646,0.27,-6,1097,-1.0,i,8.6
COc1ccc(-n2nnnc2SCC(=O)N2CCCc3ccccc32)cc1OC,5,2.8,-20,-0.63,-1.0%,-11%,-0.061,1.4,0.2,0,1298,-0.23,748,-0.35,-2,514,-0.5,i,5.5
CCCNC(=O)CCc1c(C)nc2nc(-c3cc(OC)cc(OC)c3)nn2c1C,0,1.6,-2,0.49,-0.9%,0.1%,-0.46,2.0,-0.44,0,951,1.1,747,0.64,-3,1073,-1.8,i,9.9
CN(C)c1ccc(/C=C/c2ccc3c4ccccc4ccc3[n+]2-c2ccccc2)cc1,88,83,-61,-0.72,-0.9%,-7.0%,-2.3,5.9,?,93,/,9.1,496,1.1,35*,/,?,+,95
Cc1ccc(N(C(=O)C2COc3ccccc3O2)C(C(=O)NC2CCCCC2)c2cn(C)nc2C)cc1 (stereo not drawn),6,1.9,14,-0.67,-2.1%,-4.6%,0.26,2.3,/,1,/,0.038,587,-0.54,12,938,0.8,i,6.8
CCC(=O)c1cc(F)c(N2CCN(C(=O)Cc3ccccc3)CC2)cc1C,0,0.7,-35,-0.52,-2.3%,-1.5%,0.2,1.1,0.52,-1,1902,-0.25,662,-0.055,8,920,2.1,i,0.8
CC(=O)Oc1ccc(N2C(=O)C3C(C2=O)C2(C)C=CC3(C)O2)cc1 (stereo not drawn),55,/,/,/,0.6%,2.8%,/,/,/,28,/,/,/,/,/,1025,-2.8,/,/
Cc1c(N=C2C(=O)Nc3ccccc32)c(=O)n(-c2ccccc2)n1C,12,4.0,/,0.16,0.2%,-2.7%,0.24,2.3,0.17,-5,1135,-0.2,/,0.14,25,/,/,i,3.6
CCC(=O)NNc1nc2c(C)cc(C)cc2s1,14,2.6,5,0.71,-0.8%,-1.3%,-0.27,1.7,0.32,0,1494,-0.23,641,0.25,-14,1127,-4.0,i,8.1
COCCNC(=O)COC(=O)/C=C/c1c(C)nn(Cc2ccc(Cl)cc2Cl)c1Cl,0,3.3,/,-0.32,-0.5%,-1.7%,0.31,2.4,1.6,-3,1580,-0.2,/,0.017,10,1346,6.4,i,3.7
CS(=O)(=O)N(CC(=O)N1CCCCC1)Cc1ccc(Cl)cc1,10,2.2,-13,0.15,-1.5%,1.5%,-0.13,1.7,0.57,9,1318,-0.18,701,0.22,4,521,-0.1,i,7.2
CCOC(=O)c1nn(-c2ccccc2)c2nc(Nc3ccccc3)cc(=O)n12,-9,2.2,11,-0.41,-0.9%,-6.3%,0.32,2.3,/,0,/,0.35,760,0.16,-7,/,/,i,5.7
Cc1nc(NC(=O)CN2CCC(O)(c3ccc(F)cc3)CC2)sc1C,/,/,10,-0.51,/,/,-0.024,/,-0.55,/,990,-0.24,769,0.34,/,1297,0.9,/,/
COc1ccc(OCC(=O)Nc2ccccc2C(=O)N2CCCC2)cc1,-3,3.2,/,-0.65,-0.3%,-0.7%,0.49,2.7,-0.13,-8,1380,-0.25,/,-0.014,10,1367,5.1,i,5.9
O=C(Cc1cccs1)N/N=C\c1ccc([N+](=O)[O-])s1,10,2.1,-6,-0.41,-12%,-5.1%,0.49,1.2,-0.19,-1,1270,-0.041,707,-0.012,-18,1055,0.0,i,2.6
CC(=O)Nc1ccc(NC(=S)NC(=O)/C=C/c2ccccc2)cc1,-1,5.7,-5,-1.1,-2.3%,-3.6%,0.93,1.5,-0.16,-1,1108,-0.31,665,-0.74,5,1075,0.8,i,4.3
Cc1ccc(S(=O)(=O)NCc2csc(C)n2)c(C)c1,2,5.0,/,1.7,-0.1%,-6.6%,-0.036,1.7,0.35,6,1603,-0.43,/,0.52,5,998,-4.2,i,7.0
O=c1oc2ccccc2c(O)c1/C=N/c1ccccn1,-4,3.6,/,-0.015,2.6%,-3.3%,0.27,1.7,0.19,7,1147,-0.2,/,0.38,24,992,-4.9,i,14
O=C(O)Cc1ccc(C(=O)c2ccccc2)s1,-19,2.0,9,-0.51,-3.0%,-3.9%,1.5,2.0,/,-106,/,-0.26,779,-0.38,6,1234,-14,i,4.2
O=C(NC1CCCCC1)Nn1c(-c2ccccc2)nc2ccccc2c1=O,-13,1.3,-23,0.83,-0.1%,1.8%,-0.75,1.5,0.46,-9,1519,-0.17,596,0.49,-11,1189,-1.4,i,1.3
OCCC1CN(Cc2ccc(Oc3ncccn3)cc2)CCN1C1CCCC1 (stereo not drawn),11,4.0,-4,-0.72,-1.6%,-2.6%,0.78,1.5,-0.04,7,1358,-0.28,566,-0.53,8,1129,1.0,i,1.2
